AHR activator – human AHR activation; 320,000 tested, 2.5% active; P35869; AHR-responsive luciferase reporter cells, luminescence; activation, % at 5 µM; in the data active means activation above about 47%;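 further: 0% = vehicle wells and 100% = reference agonist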
EBNA-1 inh – blocks EBNA-1 binding to DNA | inhibition, % at 14.8 µM | 300,000 tested, 0.34% active | EBNA-1 DNA binding, fluorescence polarization | AID 1950; in the data active means inhibition above about 28%
RPL19A-GFP yeast – yeast TOR pathway RPL19A-GFP modulation. S. cerevisiae RPL19A-GFP strain, flow cytometry, 3 h; active compounds read low. percent response vs DMSO, % at 10 µM. 330,000 tested, 0.3% active. AID 2025;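 active means percent response vs DMSO below 50%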;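 further: median channel GFP fluorescence of the barcoded RPL19A-GFP strain; ratio of sample median GFP to plate DMSO average so 100% = DMSO; lower means less RPL19A-GFP as with rapamycin TOR inhibition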
MEP2-GFP yeast – modulators of TOR pathway MEP2-GFP in S. cerevisiae; S. cerevisiae MEP2-GFP strain, flow cytometry GFP, 3 h; 100% = DMSO control level; 330,000 tested, 0.51% active; GFP response vs DMSO, % at 10 µM; AID 2016;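 active means GFP response versus DMSO above a set limit, roughly screen mean plus 3 SD, cut at about 180% in these data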;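 further: median GFP fluorescence of the barcode-gated MEP2-GFP cells per well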
ZTA DNA inh – counter-screen for EBNA-1 inhibitors: inhibitors of Epstein-Barr virus ZTA. P03206. ZTA-DNA binding, fluorescence polarization. inhibition, % at 11 µM. 320,000 tested, 0.15% active; in the data active means inhibition above about 33%
LAP4-GFP MLPCN – modulators of TOR pathway LAP4-GFP in S. cerevisiae; 320,000 tested, 0.34% active; S. cerevisiae LAP4-GFP multiplex, flow cytometry GFP, 3 h; median GFP as percent of DMSO wells; GFP response vs DMSO, % at 10 µM; AID 2023;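 active means GFP response vs DMSO above a set limit, about the screen mean plus 3 SD, cut at about 150% in these data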
procasp7 counter – counter-screen: procaspase-7 (human) activation. P55210. recombinant procaspase-7, Ac-DEVD-pNA absorbance 405 nm; D23A/D198A/D206A triple mutant, cannot self-cleave; scale: DMSO 0, 5 µM enzyme 100. activation, % at 8.5 µM. 330,000 tested, 0.093% active. AID 463210;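 active means percent activation above the screen-wide mean plus 3 SD, cut at about 25% in these data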
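Detection: p-Nitroaniline absorbance at 405 nm, read at 0 and 120 min; system: Uncleavable procaspase-7 mutant enzyme; evaluation: % activation from two-timepoint absorbance difference, scaled to controls; times: 1 h enzyme–compound preincubation and 2 h substrate reaction, both 25 °C; buffer or medium: Zinc-free HEPES pH 7.4 with 300 mM NaCl, 0.01% Triton X-100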
procasp3 activ – activates human procaspase-3; AID 463141; P42574; 330,000 tested, 0.11% active; recombinant procaspase-3 D3A, Ac-DEVD-pNA absorbance 405 nm; activation, % at 8.5 µM;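 active means activation above the mean of all tested compounds plus 3 SD, cut at about 21% in these data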;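 further: 0% = DMSO alone and 100% = DMSO wells spiked with extra 5 µM PC-3 D3A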
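Compound: 8.5 µM single point, 0.8% DMSO / Material: Autoprocessing-dead procaspase-3 D3A mutant enzyme / Timing: 1 h preincubation plus 2 h reaction at 25 °C / Medium: Zinc-free HEPES/NaCl buffer with 0.01% Triton X-100 at pH 7.4 / Technique: 405 nm absorbance of p-nitroaniline, reads at 0 and 120 min / Repeats: one well per compound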
Active calls of the source: *; . = no result given.

SMILES	AHR activator	EBNA-1 inh	RPL19A-GFP yeast	MEP2-GFP yeast	ZTA DNA inh	LAP4-GFP MLPCN	procasp7 counter	procasp3 activ
CSc1ccc(S(=O)(=O)NC2CCCCC2)cc1	1	-2	98	97	9	113	6	5
O=C(Nc1c(Cl)ccc2nsnc12)c1ccc([N+](=O)[O-])o1	6	-18	105	95	-5	96	3	5
CN(C(=O)c1ccco1)c1nnc(C23CC4CC(CC(C4)C2)C3)s1	-1	-10	102	103	14	106	11	10
CCOc1cc(/C=N\NC(=O)c2ccc(NC(=O)C(C)(C)C)cc2)ccc1OC(=O)c1cccc(C)c1	0	19	108	103	8	94	4	-1
CCc1nnc(NC(=O)c2oc3ccccc3c2COC(C)C)s1	74*	.	96	95	.	96	6	-5
C(/CCc1ccccc1)=N\Nc1nc2ccccc2[nH]1	45	6	93	94	13	96	-4	7
COc1ccc(NC(=O)NCCN2CCN(c3ccc(C)cc3)CC2)c(Cl)c1	-3	1	103	109	0	105	4	-8
O=S(=O)(/N=C(/Nc1nccs1)c1ccc(F)cc1)c1ccccc1	-2	.	100	100	.	92	-7	2
Cc1cc(C)c(S(=O)(=O)N2CCN(C(=O)c3cc4ccccc4oc3=O)CC2)c(C)c1	0	.	111	106	21	103	15	7
CC12CCCc3c(O)cc(=O)n(c31)-c1ccccc12 (stereo not given)	1	-3	104	104	5	92	0	-2
Cc1ccc(-c2c[n+](CC(=O)Nc3nc(-c4ccc(F)cc4)cs3)c3n2CCC3)cc1	9	-21	106	111	-8	102	0	0
C/C(=N\Nc1ncc(Cl)cc1Cl)c1cccs1	1	-4	108	105	1	102	-11	-8
COCCCNC(=S)N1CCCN(c2nc3c(C)c(C)ccc3cc2C#N)CC1	-1	-13	101	97	23	105	-2	-6
Cc1occc1-c1nnc(SCC(=O)NC2CC2)n1C(C)C	1	4	98	108	-4	99	1	5
Nc1nc(-c2cccs2)cs1	22	8	97	96	5	104	-11	-2
O=C(CCN1C(=O)COc2ccccc21)NCc1cccnc1	1	3	100	102	8	93	3	4
Nc1ccccc1-c1nnc(SCc2ccccc2Cl)[nH]c1=O	4	-11	99	103	-4	110	1	-2
CN(C(=O)CCc1nc2ccccc2s1)c1ccccc1	-1	6	95	99	-6	111	10	-3
Cc1cccc(C)c1N1C(=O)CC(N2CCSCC2)C1=O (stereo not given)	9	-6	104	110	4	116	-1	-2
Cc1c(NC(=O)COc2c(F)c(F)c(F)c(F)c2F)c(=O)n(-c2ccccc2)n1C	-2	6	109	116	-7	110	-16	4
Cc1cc(Cl)cc(C)c1OCCCCN1CCOCC1	-1	15	94	101	8	98	6	0
CCc1cccc(NC(=O)c2ccc3c(=O)n4c(nc3c2)CCCCC4)c1	7	-4	104	100	-2	108	3	3
CCC(C)NC(=O)COc1ccccc1[N+](=O)[O-] (stereo not given)	2	-4	99	96	-9	102	2	3
Cc1ccccc1NC(=O)c1ccc(Cl)c(NC(=O)c2ccncc2)c1	48*	2	101	93	15	89	14	-4
CCOc1ccc2nc(CN3CCN(Cc4ccccc4OCC)C(CCO)C3)ccc2c1 (stereo not given)	2	-6	102	107	2	92	-3	2

Records listed above printed as active in AHR activator.
Molecule | AHR activator | EBNA-1 inh | RPL19A-GFP yeast | MEP2-GFP yeast | LAP4-GFP MLPCN | procasp3 activ
CCc1nnc(NC(=O)c2oc3ccccc3c2COC(C)C)s1 | 74* | . | 96 | 95 | 96 | -5
Cc1ccccc1NC(=O)c1ccc(Cl)c(NC(=O)c2ccncc2)c1 | 48* | 2 | 101 | 93 | 89 | -4

(listing goes on)
SMILES	AHR activator	EBNA-1 inh	RPL19A-GFP yeast	MEP2-GFP yeast	ZTA DNA inh	LAP4-GFP MLPCN	procasp7 counter	procasp3 activ
CC(=O)N1CCN=C1SCc1ccc(C)cc1	1	8	97	115	11	105	-1	-1
Cc1cccn(Cc2c(F)cccc2Cl)c1=O	0	-7	95	93	0	106	-7	-3
CCc1ccc(NC(=O)Cn2nc(C)n3cccc3c2=O)cc1	12	-6	113	118	-17	106	2	-2
CC(C)NC(=O)NNC(=O)c1cc(COc2cc(Cl)cc(Cl)c2)on1	0	9	102	96	-1	107	-3	-10
CC(C)CC1(C(=O)O)NC(c2ccccc2O)C2C(=O)N(C(C)C)C(=O)C21 (stereo not given)	3	-4	102	109	-10	98	9	11
CC(=O)N(CCO)Cc1cc2cc(C)cc(C)c2[nH]c1=O	3	-1	99	103	5	97	3	-9
Cc1ccc(-c2nn(-c3ccccc3)cc2C(=O)O)o1	4	4	97	97	37*	106	3	2
CC(CCc1ccccc1)NC(=O)COC(=O)c1cccc2ccccc12 (stereo not given)	1	-5	103	112	5	96	6	-3
COC(=O)Cn1cc(/C=C/[N+](=O)[O-])c2ccccc21	6	1	93	98	-3	164*	4	7
COc1ccc(C(=O)CC(=O)C(=O)Nc2cc([N+](=O)[O-])ccc2OC)cc1	4	-3	94	101	4	88	13	-1
CCN(CC)C(=O)CSc1nc(O)c(Cc2ccc(OC)cc2)c(=O)[nH]1	1	-8	100	123	2	104	6	-1
Cc1cccc(-n2ccnc2CN2CCC(CO)(Cc3ccccc3)CC2)c1	1	-2	94	94	-3	104	8	1
CN(C)c1ccc(/C=N/NC(=O)c2ccccn2)cc1	33	7	96	95	-18	108	8	-10
O=C(c1ccc(COc2ccccc2Br)o1)N1CCN(c2ccccn2)CC1	5	5	104	113	12	95	9	0
CCOC(=O)CNC(=S)N1CCn2c(nc3ccccc32)C1	19	-2	103	104	-3	94	-4	1
COc1cc(C(=O)O[C@H]2C/C(C)=C/CC[C@@]3(C)O[C@@H]3[C@H](O)[C@@H]2C(C)C)cc(OC)c1OC	1	-18	104	98	-1	92	0	0
O=C1C(=O)c2c(C(=O)c3ccccc3)coc2-c2ccccc21	52*	1	98	104	-1	112	6	2
CCOC(=O)C1CCN(C(C)=C2C(=O)c3ccccc3C2=O)CC1	15	-7	104	97	-7	108	8	-2
COc1ccc(CCCc2nnc(SCC(=O)Nc3nc(C)cs3)n2C)cc1C	10	9	101	104	-8	99	3	12
COc1ccc(S(=O)(=O)Nc2ccc(S(=O)(=O)Nc3ccc(F)cc3)cc2)cc1C	1	5	96	89	9	83	10	3
C=CCN(C(=O)CN1CCOCC1)c1nc(C)c(-c2ccccc2)s1	0	-10	97	98	-4	100	1	11
O=C(Nc1nnc(-c2cccnc2)o1)c1cccc([N+](=O)[O-])c1	4	1	98	103	9	95	-5	1
O=C1N[C@@H](Cc2ccccc2)COC(=O)[C@H](Cc2ccc(F)cc2)C/C=C\C[C@H]1CC(=O)N(CCO)Cc1ccccc1	1	.	101	102	.	97	1	6
COCc1nnc(NC(=O)CCCOc2ccccc2OC)s1	3	3	98	95	14	87	8	-5
CCOC(=O)C1=NN(c2ccccc2C)C2=NC(C)=C(C(=O)OC)C(c3cccc(OC)c3)N12 (stereo not given)	4	-1	99	104	-10	95	6	9

Next section
SMILES	AHR activator	EBNA-1 inh	RPL19A-GFP yeast	MEP2-GFP yeast	ZTA DNA inh	LAP4-GFP MLPCN	procasp7 counter	procasp3 activ
COc1ccc(Nc2nc3c([nH]2)c(=O)[nH]c(=O)n3C)cc1	40	3	100	101	0	98	2	2
NS(=O)(=O)c1ccc(CCNC(=O)CNC(=O)C2CCCCC2)cc1	-1	7	102	113	-13	92	1	-5
CCC(C)[C@H]1CNC(=S)N1CCc1cccc2ccccc12 (stereo not given in full)	8	5	94	92	-15	136	-2	3
O=C1CN(S(=O)(=O)c2ccc(Br)cc2)c2ccccc2N1	-1	10	100	100	2	100	-2	6
CC(C)c1ccc(NC2CCCN(C(=O)c3ccco3)C2)cc1 (stereo not given)	13	18	98	103	2	99	-2	-3
COc1ccc(C(CNC(=O)c2cc(S(=O)(=O)NCc3ccccc3)ccc2C)N2CCOCC2)cc1 (stereo not given)	-3	-5	96	92	-11	93	4	-9
Cc1ccc(C)c(CN2C(=O)C(C)Oc3ccc(C)cc32)c1 (stereo not given)	0	9	99	100	1	100	1	-2
COc1cccc(C(=O)Oc2cc3c4c(c2)C(C)=CC(C)(C)N4C(=O)C3=O)c1	11	-6	96	96	4	124	3	-7
COCCn1c(Cc2ccccc2)nnc1SCC(=O)N1CCOCC1	1	2	102	104	2	91	3	8
Cc1cccc(/C=N/n2c(-c3ccco3)n[nH]c2=S)c1	-2	11	98	96	-5	129	-21	-7
COCCn1c(N)c(N(Cc2ccccc2)C(=O)c2ccc3ccccc3c2)c(=O)[nH]c1=O	0	6	85	107	2	104	2	5
COc1ccc(-c2cc3nc(C)c(CCC(=O)NCc4ccc(F)cc4)c(C)n3n2)c(OC)c1	15	5	105	100	-5	100	4	0
COc1ccccc1Cc1noc(-c2cc(Cl)ccc2OC)n1	11	2	94	92	-3	86	1	-7
NC(=O)c1c(NC(=S)Nc2ccccc2)sc2c1CCCC2	29	-3	99	118	2	108	-18	-19
CC(C)[C@H](NC(=O)c1ccco1)C(=O)OCC(=O)Nc1ccccc1OC(F)F	1	-9	99	92	-13	98	-2	-4
CCc1nc(NCc2ccccc2)c(C#N)c2c1CCCC2	1	-1	96	97	-8	96	0	-4
CCn1c2ccccc2c2cc(NC(=O)c3cccc([N+](=O)[O-])c3)ccc21	86*	-5	95	100	-5	112	3	6
CCSc1nnc2c(n1)OC(c1ccc(C(=O)O)cc1)N(C(C)=O)c1ccccc1-2 (stereo not given)	0	-5	100	107	9	102	0	1
Cc1cc(C)cc(NC(=O)CSc2ccc(-c3cccs3)nn2)c1	10	-1	109	97	-4	88	-2	7
CCOC(=O)c1c(NC(=O)CN2CCCCC2)sc(C)c1C	5	12	92	93	2	99	8	4
O=[N+]([O-])c1ccccc1CN1CCN(Cc2ccc3ccccc3c2)CC1	-2	-8	101	103	9	98	3	3
COc1ccc(NC(=O)Nc2ccc3c(c2)C(=O)N([C@H](C)CO)C[C@H](C)[C@@H](CN(C)S(C)(=O)=O)O3)cc1	-1	.	97	90	.	89	11	3
CN1C(c2ccccc2)CC(=NO)CC1c1ccccc1 (stereo not given)	1	12	103	97	5	81	6	-12
CN1CCN(C(=O)CCCOc2ccc(Cl)cc2Cl)CC1	-1	4	102	102	1	99	3	12
Cc1cc(C)c(NC(=O)CSc2nc3c(c(=O)n2C)SC(C)C3)c(C)c1 (stereo not given)	3	3	102	107	-9	102	-1	-2
COc1ccc(-c2cn[nH]c2-c2ccc(OCc3ccc(F)cc3)cc2O)cc1OC	8	-7	95	104	-11	99	12	12
CC(OC(=O)c1ccc(-n2cnnn2)cc1)C(=O)Nc1ccc(F)c(F)c1F (stereo not given)	2	.	91	94	9	89	1	7
Cc1nn(-c2ncc(C(F)(F)F)cc2Cl)c(=O)n1-c1ccc(F)cc1	-2	16	100	103	23	104	8	-3
O=C(NCc1ccccn1)c1cccc(NS(=O)(=O)c2cccc(Cl)c2)c1	-2	-3	101	107	1	97	0	0
CC(=O)N1CCN(C(=O)c2ccc(-c3ccccc3Cl)o2)CC1	4	.	96	101	15	101	7	8

Among those listed so far, these have a thiophene ring, fused or not.
SMILES	AHR activator	EBNA-1 inh	RPL19A-GFP yeast	MEP2-GFP yeast	ZTA DNA inh	LAP4-GFP MLPCN	procasp7 counter	procasp3 activ
C/C(=N\Nc1ncc(Cl)cc1Cl)c1cccs1	1	-4	108	105	1	102	-11	-8
Nc1nc(-c2cccs2)cs1	22	8	97	96	5	104	-11	-2
NC(=O)c1c(NC(=S)Nc2ccccc2)sc2c1CCCC2	29	-3	99	118	2	108	-18	-19
Cc1cc(C)cc(NC(=O)CSc2ccc(-c3cccs3)nn2)c1	10	-1	109	97	-4	88	-2	7
CCOC(=O)c1c(NC(=O)CN2CCCCC2)sc(C)c1C	5	12	92	93	2	99	8	4

Source: PubChem BioAssay
